Bioassay records deposited in PubChem by several laboratories.
Dyrk1A ADPGlo: Dyrk1A (rat) kinase inhibition | Q63470 | ADP-Glo luminescence, NFATc1 peptide | inhibition, % at 12.5 µM | 310,000 compounds, 0.43% hits | AID 504441; in the data active = inhibition above about 50%;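 note: plate controls were vehicle with enzyme for no effect and no enzyme for full effect; many of its hits are not listed in these tables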
KCNK3 block: human KCNK3 channel inhibition, primary screen; CHO-KCNK3 thallium flux, FluxOR fluorescence; stronger effect = lower value; 340,000 compounds, 0.84% hits; B-score at 10 µM; O14649; AID 602410;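 active = B-score under library mean minus 4 SD, starting fluorescence ratio at most library mean plus 5 SD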;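 note: more negative B-score means stronger inhibition of thallium flux through KCNK3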
Target sequence (O14649 whole entry, looked up): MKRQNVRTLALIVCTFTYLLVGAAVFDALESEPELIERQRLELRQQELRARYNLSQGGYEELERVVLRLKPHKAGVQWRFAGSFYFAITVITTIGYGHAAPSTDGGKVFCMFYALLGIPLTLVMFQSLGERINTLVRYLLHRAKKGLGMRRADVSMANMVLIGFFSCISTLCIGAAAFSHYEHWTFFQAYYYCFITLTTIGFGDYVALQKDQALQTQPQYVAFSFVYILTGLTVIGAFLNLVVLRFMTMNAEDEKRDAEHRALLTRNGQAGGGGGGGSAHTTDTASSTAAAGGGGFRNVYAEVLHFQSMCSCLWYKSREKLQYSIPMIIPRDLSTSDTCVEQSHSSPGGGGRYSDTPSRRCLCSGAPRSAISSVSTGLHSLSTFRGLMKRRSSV
ANO1 activ: activates or potentiates the mouse TMEM16A chloride channel | HEK293 TMEM16A/YFP-H148Q/I152L, iodide quench fluorescence; stronger effect = lower value | B-score at 10 µM | 340,000 compounds, 0.3% hits | AID 623877;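 active = fluorescence-ratio B-score plate-corrected deviation score at least 3 library SD below zero, with starting fluorescence score within 5 deviations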;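 note: channel opened by trigger with iodide after compound preincubation; score built on the fluorescence ratio of max minus min over baseline; more negative score means more quench and so TMEM16A activation or potentiation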
Numbers without * were called inactive; i = inactive.

No.	SMILES	Dyrk1A ADPGlo	KCNK3 block	ANO1 activ
1	Cc1c(C(=O)OC(C)C)sc(NC(=O)c2cnccn2)c1C(=O)OC(C)C	1.2	i	i
2	CCOC(=O)c1ccc(S(=O)(=O)N2CCN(C3CC(=O)N(c4ccccc4C(F)(F)F)C3=O)CC2)cc1 (stereo not given)	2.6	i	i
3	COC(=O)c1cccc2c(C(=O)O)cc(-c3ccccc3)nc12	6.3	i	i
4	O=C(CCNS(=O)(=O)c1ccccc1C(F)(F)F)NC1CCCCCC1	2.3	i	i
5	COc1ccccc1CNC(=O)CN1C(=O)NC(c2ccccc2)(c2ccc(C)c(C)c2)C1=O (stereo not given)	-9.0	i	i
6	COc1ccc(-n2nc(C(=O)NCC(=O)NCc3ccc(F)cc3)c3ccccc3c2=O)c(OC)c1	-5.7	i	i
7	Cc1cc2c(cc1C)NC(=O)CC(c1ccccc1)=N2	-3.9	i	i
8	O=C(O)CCCCCN1C(=O)C(=O)/C(=C(/O)c2ccccc2)C1c1ccccc1 (stereo not given)	-2.1	i	i
9	COc1ccc(C(=O)Cn2c(N3CCCCC3)nc3c2c(=O)n(C)c(=O)n3C)cc1OC	2.5	i	i
10	COc1ccccc1NS(=O)(=O)c1cccc(C(=O)N/N=C(/C)c2ccc(-n3ccnc3)cc2)c1	2.8	i	i
11	O=c1cc(-c2ccccc2)oc2cc(O)c(O)c(O)c12	57.3*	i	i
12	O=[N+]([O-])c1ccc(OCc2cnc(Cl)s2)cc1	-3.5	i	i
13	O=c1[nH]c(=S)[nH]cc1Oc1ccc(Cl)cc1	-3.6	i	i
14	COc1cc(/C=C2\SC(=O)N(CC(=O)Nc3cccc(C)c3)C2=O)cc([N+](=O)[O-])c1O	1.4	i	i
15	Cc1ccccc1Cn1c(=O)c2c(nc3n2CCN3Cc2ccco2)n(C)c1=O	4.1	i	i
16	COc1ccc(OC)c(C(=O)COC(=O)COc2ccccc2F)c1	4.7	i	i
17	CSCCC(NC=O)C(=O)NC(C)C(=O)O (stereo not given)	-8.4	i	i
18	CC(C)c1ccc(NC(=O)C2CCCCN2S(=O)(=O)c2ccccc2)cc1 (stereo not given)	1.4	i	i
19	O=S(=O)(Nc1ccc(-n2cnnn2)cc1)c1cccc(F)c1	1.6	i	i
20	CCC1(c2ccccc2)NC(=O)N(CC(=O)Nc2cccc(S(=O)(=O)N3CCCCC3)c2)C1=O (stereo not given)	0.8	i	i
21	NC(=S)N1N=C(c2ccccc2)CC1=O	-1.4	i	i
22	O=c1n(CC2CO2)c(=O)n(CC2CO2)c(=O)n1CC1CO1 (stereo not given)	-1.7	i	i
23	O=C1c2ccccc2C(=O)N1CC1CO1 (stereo not given)	0.9	i	i
24	CC(C)CNC(=O)C1(N2C(=O)c3ccccc3C2=O)CCCC1	-5.4	i	i
25	CCCCCCCCCCCCCC(=O)NO	-0.6	i	i
26	CN(CC(=O)Nc1ccccc1Br)C(=O)c1n[nH]c2ccccc12	-3.9	i	i
27	COc1ccc(CNCCCNCc2ccc(OC)c(OC)c2)cc1OC	-3.5	i	i
28	CCCCN1CCC(=O)NC1=O	-1.3	i	i
29	CCN(C(=O)COC(=O)c1nc(Cl)ccc1Cl)c1c(N)n(Cc2ccccc2)c(=O)[nH]c1=O	-0.6	i	i
30	COc1ccc(C(=O)OCC(=O)N2CCC(C)CC2)cc1S(=O)(=O)N1CCOCC1	1.3	i	i

Three entries already listed, ordered by count of non-hydrogen atoms, low to high.
No.	SMILES	Dyrk1A ADPGlo	KCNK3 block	ANO1 activ
23	O=C1c2ccccc2C(=O)N1CC1CO1 (stereo not given)	0.9	i	i
24	CC(C)CNC(=O)C1(N2C(=O)c3ccccc3C2=O)CCCC1	-5.4	i	i
29	CCN(C(=O)COC(=O)c1nc(Cl)ccc1Cl)c1c(N)n(Cc2ccccc2)c(=O)[nH]c1=O	-0.6	i	i

Remaining list, next part.
No.	SMILES	Dyrk1A ADPGlo	KCNK3 block	ANO1 activ
31	CC(=O)N1CCN(C(=O)c2cccc(S(=O)(=O)Nc3c(C)n(C)n(-c4ccccc4)c3=O)c2)CC1	15.2	i	i
32	C=CCN(c1ccccc1)S(=O)(=O)c1cccc(C(=O)NCC(c2ccc(OC)cc2)N2CCCCC2)c1 (stereo not given)	-1.2	i	i
33	COc1ccccc1NS(=O)(=O)c1cccc(C(=O)NCC2(N3CCCCC3)CCCCC2)c1	4.3	i	i
34	O=C(/C=C/c1ccc([N+](=O)[O-])cc1)Nc1ncc([N+](=O)[O-])s1	13.0	i	i
35	CC1CCCC12NC(=O)NC2=O (stereo not given)	0.2	i	i
36	Cc1cccc(N2CCN(C(=O)CNC(=O)C3CCCCC3)CC2)c1C	0.2	i	i
37	O=C(O)C(c1ccccc1)C1CCCCC1O (stereo not given)	-3.4	i	i
38	Cc1cc(N2CCCC2)ccc1NC(=O)COc1ccccc1	5.3	i	i
39	O=C(NNC(=O)c1ccc2ccccc2c1)c1ccc(Cl)cc1	7.6	i	i
40	CC(Oc1ccc(Br)cc1)C(=O)Nc1ccc(S(=O)(=O)NC2=NCCCCC2)cc1 (stereo not given)	3.5	i	i
41	C=CCn1cnc2c(c1=O)c1nc3ccccc3nc1n2/N=C/c1ccccn1	-2.0	i	i
42	c1cc(CNCCN2CCNCC2)ccn1	-3.1	i	i
43	C[C@H]1C(=O)N(c2ccccc2)[C@@H]1c1ccccc1	-3.9	i	i
44	C1CCN2C[C@@H]3C[C@@H](CN4CCCC[C@@H]34)[C@H]2C1	-1.0	i	i
45	Oc1ccc2ccccc2c1CN1CCCCC1	7.5	i	i
46	CCOc1ccccc1C=NNc1ccc([N+](=O)[O-])cn1	-4.3	i	i
47	O=C(NCc1cccs1)[C@@H]1CCCN1S(=O)(=O)c1ccccc1F	0.1	i	i
48	O=C(OCC(O)C(O)C(O)C(SCc1ccccc1)SCc1ccccc1)c1ccccc1 (stereo not given)	2.7	i	i
49	O=C(N/N=C/c1ccc([N+](=O)[O-])o1)c1cc2c(ccc3ccccc32)o1	-0.3	i	i
50	Cc1cc(C(=O)COC(=O)c2cccc(S(=O)(=O)N(C)C)c2)c(C)n1CC1CCCO1 (stereo not given)	3.5	i	i
51	Cc1ccccc1OCC(O)COc1ccccc1C	7.3	i	i
52	CC(=O)c1c(C)[nH]c(C(=O)OCC(=O)N(Cc2ccccc2)C(C)(C)C)c1C	8.3	i	i
53	CN(CC(=O)Nc1c(Cl)cccc1Cl)C(=O)c1ccc2ccccc2n1	2.0	i	i
54	CCCN1Cc2cccc(C(=O)Nc3ccc(OC)c(OC)c3)c2C1=O	-3.9	i	i
55	CN(C(=O)c1cccc(NC(=O)Cc2ccc(NC(=O)C3CCN(C(=O)C4CCCC4)CC3)cc2)c1)C1CCCC1	-0.2	i	i
56	CCOCC(=O)NC1CCc2cc(OC)c(OC)c(OC)c2-c2ccc(SC)c(=O)cc21 (stereo not given)	2.5	i	i
57	COc1ccc(S(=O)(=O)N2CCc3ccccc32)cc1C(=O)NCc1ccco1	3.1	i	i
58	CCC(Oc1ccccc1)C(=O)OCC(=O)Nc1sccc1C(N)=O (stereo not given)	-0.4	i	i
59	CCCn1c(N)c(N(CCOC)C(=O)c2c(CC)noc2C)c(=O)[nH]c1=O	-9.4	i	i
60	CC(=O)c1ccc(S(=O)(=O)N2CCN(CC(=O)Nc3ccnn3C3CCCC3)CC2)cc1	3.3	i	i
61	CN(C)S(=O)(=O)c1ccc(C(=O)NN2C(=O)NC3(CCCCC3)C2=O)cc1	-0.1	i	i
62	Nc1ccc2c(O)cc(S(=O)(=O)O)cc2c1	22.1	i	i
63	O=C(NCC1(N2CCCCC2)CCCCC1)c1cccc(S(=O)(=O)Nc2ccccc2Cl)c1	-5.9	i	i
64	CC(O)CNC1c2ccccc2CC1O (stereo not given)	-4.3	i	i
65	CC1(C)NC(=O)N(CCCC(=O)Nc2ccc(C(F)(F)F)cc2)C1=O	-1.5	i	i
66	CN1CCN(c2ccc(S(=O)(=O)N3CCCCC3)cc2N)CC1	-6.0	i	i
67	COc1ccc(OC)c(NP2(=O)OCC(C)([N+](=O)[O-])CO2)c1 (stereo not given)	0.0	i	i
68	O=C(Nc1ccc(Cl)c(S(=O)(=O)N2CCCCC2)c1)c1ccncc1	-1.1	i	i
69	COC(=O)CCC(C)C1CCC2C3CCC4CC(O)CCC4(C)C3=CC(=O)C12C (stereo not given)	-4.6	i	i
70	Cc1ccc2c(c1)P(=O)(O)c1cc(C)ccc1O2	-1.3	i	i
71	O=[N+]([O-])c1ccc(Cl)c(/C=N/N2CCN(C3c4ccccc4-c4ccccc43)CC2)c1	0.6	i	i
72	Cc1noc(C)c1COc1ccccc1C(=O)NCCOc1ccccc1	-2.4	i	i
73	C=C1C(O)C[C@@H](C(C)C)N(CC(C)C)S1(=O)=O (stereo not given in full)	-28.4	i	i
74	O=S(=O)(O)C(c1ccccc1)C1(O)CCCCC1 (stereo not given)	-4.1	i	i
75	COc1ccc(CCC(=O)Nc2ccc(Cl)c(S(=O)(=O)N3CCOCC3)c2)cc1OC	-1.7	i	i
76	COc1ccc(CNC(=O)C2CCN(S(=O)(=O)c3cccc(C(F)(F)F)c3)CC2)cc1	2.7	i	i
77	O=[N+]([O-])c1ccccc1N=NNc1ccccc1	0.7	i	i
78	O=C1C(Cl)=C(Oc2ccccc2)C(=O)c2ccccc21	35.4	i	i
79	CN(Cc1ccc(C(C)(C)C)cc1)C(=O)c1ccc2c(c1)OCO2	1.9	i	i
80	O=C(Cc1cccc(F)c1)N1CCOCC1	2.0	i	i

Next structures follow.
No.	SMILES	Dyrk1A ADPGlo	KCNK3 block	ANO1 activ
81	CCCn1c(N)c(C(=S)NC(=O)C2CC2)c(=O)n(C)c1=O	-5.5	i	i
82	O=C(Cn1cnc2cc([N+](=O)[O-])ccc2c1=O)Nc1cccc(S(=O)(=O)N2CCCCC2)c1	4.5	i	i
83	O=C(O)C(Cc1ccnc2ccccc12)=NO	3.3	i	i
84	COc1ccc(CCC(=O)Nc2cccc(S(=O)(=O)N3CCOCC3)c2)cc1OC	-4.6	i	i
85	COc1ccc(S(=O)(=O)N2CCCCCC2)cc1NC(C)C(=O)Nc1ccc(NC(C)=O)cc1 (stereo not given)	2.5	i	i
86	COc1ccc(N2CCN(C(=O)CSc3ncnc4c3cnn4-c3ccc(OC)cc3)CC2)cc1	7.9	i	i
87	O=C(Nc1ccccc1N1CCCCC1)c1cc(S(=O)(=O)N2CCOCC2)ccc1F	1.4	i	i
88	O=C1/C(=C\c2ccc(Cl)c(Cl)c2)CN(C(=O)CCN2CCOCC2)C/C1=C/c1ccc(Cl)c(Cl)c1	0.4	i	i
89	COc1ccc(C(=O)NNC(=O)COC(=O)c2sccc2C)cc1	-0.3	i	i
90	CCN1CCC(O)(/C=C/c2ccc(C)cc2)C(C(=O)/C=C/c2ccc(C)cc2)C1 (stereo not given)	-5.1	i	i
91	CCCN(C(=O)c1cc(S(=O)(=O)N(C)c2ccccc2OC)ccc1C)C1CCS(=O)(=O)C1 (stereo not given)	7.2	i	i
92	CN(CCOc1ccc(Cl)cc1)C(=O)CNS(=O)(=O)c1ccc(N(C)C)c([N+](=O)[O-])c1	-8.5	i	i
93	O=C(/C=C/c1ccccc1)Nc1cccc(C(=O)NCCc2ccccc2)c1	6.7	i	i
94	O=C(NN=CC=Cc1ccccc1)C(O)C(O)C(=O)NN=CC=Cc1ccccc1 (stereo not given)	1.0	i	i
95	C#CCOCCOCCOCCNc1nc(N2CCN(C(=O)[C@H]([C@@H](C)CC)n3cc(CCC(=O)O)nn3)CC2)nc(N2CCN(C(=O)[C@H](CCCCN)n3cc(CCCC)nn3)CC2)n1	-6.7	i	i
96	Oc1c(CN2CCOCC2)ccc(CN2CCOCC2)c1O	-2.4	i	i
97	O=C(CCc1ccccc1)N1CCN(C(=O)CCc2ccccc2)CC1	-1.2	i	i
98	CC(C(=O)N1CCc2ccccc21)N1CCN(S(=O)(=O)c2ccc3c(c2)OCCCO3)CC1 (stereo not given)	2.8	i	i
99	Cc1cc(C)c(C)c(C(=O)C(=O)c2ccccc2)c1	-5.1	i	i
100	Nc1c(C(=O)NCC2CCCO2)c2nc3ccccc3nc2n1/N=C/c1ccncc1 (stereo not given)	3.1	i	i
101	NC(=O)CC(NC(=O)Cc1cccc2ccccc12)c1ccc(NC2CCCC2)c([N+](=O)[O-])c1 (stereo not given)	0.2	i	i
102	COc1cc(NC(=O)OCc2ccccc2)c2ncccc2c1	-3.2	-10.8*	i
103	COc1ccc(C2CC(=O)c3c(O)cc(O)cc3O2)cc1O (stereo not given)	28.0	i	i
104	C(=NN1CCCCCC1)c1ccc2c(c1)OCO2	2.3	i	i
105	O=c1cc(-c2ccccc2)oc2cc(O)ccc12	35.8	i	i
106	NC(=O)C1(Nc2ccc(-c3ccc(Br)cc3)cc2)CCCC1	-7.1	i	i
107	COc1ccc(CNC(=O)CCNC(=O)c2ccco2)cc1OC	1.1	i	i
108	Cc1ccc(S(=O)(=O)N(C)c2ccc(OCC(=O)Nc3ccc(S(C)(=O)=O)cc3)cc2)cc1	-5.1	i	i
109	COc1ccc(NC(=O)CN(C)CC(=O)NCC2CCCCC2)cc1	1.6	i	i
110	CC12CCC(=O)C=C1CCC1C3CC(O)C(O)(C(=O)CO)C3(C)CC(O)C12F (stereo not given)	4.5	i	i
111	CC(C(=O)Nc1ccccc1C#N)N1C(=O)NC2(CCCCCC2)C1=O (stereo not given)	2.4	i	i
112	Nc1nnc(CCCCc2cccs2)o1	4.8	i	i
113	O=C(Nc1ccc(NS(=O)(=O)c2ccccc2)c(Cl)c1)c1ccccc1	0.9	i	i
114	Cc1ccc(-c2nn(-c3ccc(F)cc3)cc2C(=O)NCCCN2CCCC2=O)cc1	5.1	i	i
115	CC(=NNC(=S)Nc1ccc(C)cc1)c1ccccn1	-3.9	i	i

These rows are one share of the data, so the mix of outcomes need not match the whole.
